Compound activity from PubChem BioAssay.
Ins promoter up: MIN6 insulin promoter up-regulation; 190,000 tested, 0.3% active; MIN6 insulin promoter-GFP reporter, high-content imaging; stronger effect = higher value; z-score at 5 µM;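 active means z-score above 3 at 5 µM with at least 500 cells counted in the well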
MT stabilizer: stabilizes microtubules in HeLa cells | HeLa tubulin immunostaining HCS, 24 h; share of cells brighter than vehicle mean+2SD | % tubulin-high responders, % at 10 µM | 200,000 tested, 0.83% active | AID 2205;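 active means plate Z-score above 3 for both tubulin-high and condensed-nucleus cell shares, with cell loss under 80%, at 10 µM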;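 further: anti alpha tubulin signal scored within the nucleus-defined area of each cell; some results filed as inactive read as strong as hits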
NOD2 inhibition: inhibition of NOD2-driven NF-kB reporter – cell-based, luminescence, uHTS, HEK293 (AID 1566); 290,000 tested, 0.63% active; HEK293 NOD2/NF-kB luciferase reporter, luminescence; higher % means a stronger effect; inhibition, % at 4 µM; hits with a dose series show EC50 in µM; in the data active means inhibition above about 50%; further: many of its hits are not listed in these tables
Yfh1-off respiration: mitochondrial function rescue without frataxin homolog – Friedreich's ataxia, plus single-dose screen, dose response (AID 1465) | S. cerevisiae Yfh1-off respiration, WST-1 reduction, 72 h; higher fold induction means a stronger effect | fold induction at 50 µM, or EC50 in µM where a hit was titrated | 220,000 tested, 0.074% active;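 active means fold induction of absorbance versus untreated yeast above a set limit, then at least 30% activation at any dose in follow-up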;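 further: activators that raise dye reduction in frataxin-depleted yeast; strong numbers were not always called active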
M17LAP inhibition: P. falciparum M17LAP inhibitors, primary screen, biochemical, fluorogenic H-Leu-NHMec substrate, 1536-well (AID 1619) | inhibition, % at 30 µM; hits with a dose series show IC50 in µM | recombinant M17LAP, H-Leu-NHMec fluorogenic kinetic assay; higher % means a stronger effect | 220,000 tested, 0.38% active;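 active means compound inhibiting the enzyme by more than half at any dose during confirmatory dose-response retesting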;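 further: plate controls were full reaction with DMSO carrier for no effect and no enzyme background for full effect; strong numbers were not always called active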
Dynein cargo inh: dynein cargo transport inhibition; 3617.4 mouse cells, GR-EGFP nuclear translocation imaging; test concentration mostly 20 µM; stimulated with dexamethasone, 1 µM; stronger effect = lower value; 220,000 tested, 0.47% active; z-score, hits read low;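 active means plate z-score of nuclear minus cytoplasmic receptor signal below a set negative limit, without overly bright fluorescence or cell loss, cut at about -3.5 in these data, passing the limit was not always enough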;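 further: z-score of nuclear minus cytoplasmic ring GR-EGFP intensity difference per well; some compounds called inactive have numbers as strong as hits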
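Also added: dexamethasone, 1.0 µM final. Medium: tet-free, stripped-serum medium. Detection: fixed, Hoechst-stained cells imaged at 10x for EGFP. Read-out: nuclear-to-cytoplasmic GR-EGFP distribution per well. Times: induction 48 h, compound 1 h, agonist 30 min.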
bCat nuc transl: alters nuclear translocation of beta-catenin in HeLa cells; 190,000 tested, 0.3% active; nuclear translocation activity, % at 5 µM; immunofluorescence imaging;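 active means nuclear translocation activity above 50% at 5 µM, with a well cell count of 50 or more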;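 further: per-cell ratio of nuclear to cytoplasmic median beta-catenin stain intensity; plate controls were DMSO negative control for no effect and GSK-3 inhibitor IX positive control for full effect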
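System: HeLa cells, endogenous beta-catenin; compound dosing: 5 µM primary single dose, 0.1% DMSO, 0.02–20 µM confirmation series; incubation: 24 h compound exposure at 37°C, 5% CO2; signal: beta-catenin immunofluorescence imaging with DAPI; evaluation: % activation, nuclear-to-cytoplasmic median beta-catenin signal ratio per cell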
NOD1 inhibition: inhibition of NOD1-driven NF-kB reporter – cell-based, luminescence, uHTS, primary screen (AID 1578); NOD1-driven NF-kB luciferase reporter cells, luminescence; higher % means a stronger effect; inhibition, % at 4 µM, or EC50 in µM where a hit was titrated; 290,000 tested, 1% active; in the data active means inhibition mostly above about 36%, no sharp cut-off; inactive means mostly below about 34%;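 further: HEK-293T reporter cells stimulated with the NOD1 agonist gamma-tri-DAP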
Autophagy HCS: autophagy modulation, high-content screen. MEF GFP-LC3 puncta imaging; test concentration mostly 10 µM. 190,000 tested, 0.98% active. calls only at 10 µM (by protocol);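 active means percentage of spot-positive cells more than 3 SD above its plate mean, without a fluorescence outlier flag or 80% toxicity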;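 further: spot-positive cell cutoff set from DMSO-treated cells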
Dynein cargo inh cytoplasmic EGFP: second read-out of Dynein cargo inh, no call of its own (marks repeat the call); z-score; measured here: cytoplasmic GR-EGFP intensity; stronger effect = higher value
Dynein cargo inh nuclear GR-EGFP: also measured in Dynein cargo inh; calls as there; z-score; measured here: nuclear GR-EGFP intensity;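 lower value marks the stronger effect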
Dynein cargo inh cell count: second read-out of Dynein cargo inh, no call of its own (marks repeat the call); z-score; measured here: cell count per field
Ins promoter up cell count: also measured in Ins promoter up; calls as there; cell count; measured here: cytotoxicity, nuclei count;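 total cells summed across four imaged fields per well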
bCat nuc transl cell count 5 µM: also measured in bCat nuc transl; calls as there; cell count; measured here: cell count, cytotoxicity flag
MT stabilizer Hoechst-high %: further read-out of MT stabilizer, marked with its call; % Hoechst-high responders; measured here: nuclear condensation Hoechst responders;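 share of cells brighter than vehicle mean plus two SD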
MT stabilizer cytotoxicity %: second read-out of MT stabilizer, no call of its own (marks repeat the call); toxicity, %; measured here: cytotoxicity by cell density;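 0% = mean cell density of plate MIN control wells and 100% = no cells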
Autophagy HCS cell loss 18 h: second read-out of Autophagy HCS, no call of its own (marks repeat the call); toxicity, %; measured here: cell loss, nuclei count;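 cell loss after 18 h compound exposure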
* marks the source's active call; other numbers are inactive results; i = inactive; nt = no result given. These rows are one share of the data, so the mix of outcomes need not match the whole.

SMILES	Ins promoter up	Ins promoter up cell count	MT stabilizer	MT stabilizer Hoechst-high %	MT stabilizer cytotoxicity %	NOD2 inhibition	Yfh1-off respiration	M17LAP inhibition	Dynein cargo inh	Dynein cargo inh cytoplasmic EGFP	Dynein cargo inh nuclear GR-EGFP	Dynein cargo inh cell count	bCat nuc transl	bCat nuc transl cell count 5 µM	NOD1 inhibition	Autophagy HCS	Autophagy HCS cell loss 18 h
O=C(COc1ccccc1[N+](=O)[O-])N/N=C/c1cccs1	0.06	1357	2.6	1.7	6.5	4%	i	0%	0.75	-0.23	0.55	-0.4	0.4	999	-8%	i	2
CC1CCc2c(sc(NC(=O)COC(=O)c3ccc(O)cc3)c2C#N)C1 (stereo not given)	-0.37	1591	2.4	3.3	5.3	8%	i	23%	-1.5	-0.15	-1.1	1.1	1.3	1096	-23%	i	7
O=C(NCCc1ccc(Cl)cc1)C1CCC(=O)N1C1CCCC1 (stereo not given)	nt	nt	2.5	1.2	0.4	10%	i	10%	2.7	-0.11	1.5	-1.7	nt	nt	-1%	i	-1
Cc1onc(-c2ccccc2Cl)c1C(=O)Nc1cccc2nsnc12	0.06	1259	2.1	0.8	3.9	12%	i	-15%	i	nt	nt	-6.1	1.3	1107	8%	i	2
CCOc1ccccc1NC(=O)Nc1ccc(Cl)cc1	0.57	1196	5.1	2.6	10	nt	i	-16%	-0.78	-0.048	-0.76	1	nt	nt	nt	i	-1
O=c1ccc2cc(S(=O)(=O)N3CCN(c4ccccc4)CC3)ccc2o1	0.86	1617	0.9	1.4	6.0	3%	i	-4%	-1	0.11	-0.11	-0.59	-0.8	1100	nt	i	1
CCOC(=O)N1CCC(NC(=O)CC(NS(=O)(=O)c2ccc(C)cc2)c2ccco2)CC1 (stereo not given)	nt	nt	4.2	1.6	5.8	4%	i	-1%	-0.45	-0.17	0.096	0.37	nt	nt	-9%	i	-9
Cc1sc2nc(CSc3nnnn3-c3ccc(Cl)cc3)[nH]c(=O)c2c1C	0.22	1434	4.2	2.0	5.9	-3%	i	-6%	0.48	0.074	0.14	0.15	-1.0	1094	-34%	i	0
COC(=O)CSc1nc(NC(C)=O)nc(C)c1Br	0.93	889	2.7	1.6	2.7	18%	i	-5%	0.35	-0.25	0.14	0.27	2.3	1142	1%	i	5
Cn1c(=O)n(Cc2ccccc2)c(=O)c2c1nc1n2CCCN1CCc1ccccc1	-1.2	1063	2.0	1.8	10	24%	i	-1%	-0.84	-0.14	-0.3	1.3	nt	nt	10%	i	-12
CCNc1nc(N)c(C(=O)C23CC4CC(CC(C4)C2)C3)s1	-0.06	1071	nt	nt	nt	-7%	i	6%	0.091	-0.27	-0.36	0.075	0.6	1291	-8%	nt	nt
CCN(CC)C(=O)N1CCc2ccccc2C1CN1C(=O)c2ccccc2C1=O (stereo not given)	nt	nt	3.5	3.3	7.7	nt	i	nt	0.074	-0.23	0.44	0.46	nt	nt	nt	i	-7
C=CCn1c(Br)nc2c1c(=O)n(C)c(=O)n2C	1.2	1028	2.4	0.8	4.3	-9%	i	7%	2.4	-0.14	1.1	-1.3	-0.8	1164	-1%	i	4
C=C(C)c1cccc(C(C)(C)NC(=O)Nc2nnc(C(C)C)s2)c1	-0.26	1114	nt	nt	nt	15%	i	-2%	-0.73	-0.77	-0.6	-0.29	0.8	1237	-3%	nt	nt
Cc1ccc(Cn2nnc3c(=O)[nH]c(C4CCCN(C(=O)Nc5ccc(F)cc5F)C4)nc32)cc1 (stereo not given)	nt	nt	2.7	1.9	9.6	21%	i	-5%	1.2	-0.2	-0.38	-0.63	nt	nt	16%	i	-3
O=C(CCCN1C(=O)c2ccccc2C1=O)NCc1cccnc1	-0.17	1248	3.0	1.6	4.3	4%	i	-8%	2.5	-0.05	1.8	-2.3	-0.9	1125	-7%	i	-4
N#Cc1c(C(F)(F)F)cc(-c2ccco2)nc1SCc1ccncc1	1.9	1034	10	9.1	12	24%	i	-7%	-0.76	-0.036	-0.079	-0.057	3.8	1347	8%	i	4
Cc1ccc(S(=O)(=O)NCC(c2ccccc2)N2CCCCC2)cc1 (stereo not given)	1.8	1411	nt	nt	nt	11%	i	8%	-0.96	-0.2	-0.43	0.75	1.6	1341	-6%	nt	nt
COC(=O)C1=C(C(=O)OC)C(c2cc(Br)ccc2O)c2sc(=O)[nH]c2S1 (stereo not given)	0.36	1278	2.5	2.7	4.1	-8%	i	21%	-1.6	-0.12	-0.89	0.96	1.0	895	-26%	i	3
CCCOc1nc2ccccc2cc1/C=C/C(=O)O	0.68	1305	5.7	4.3	6.2	15%	i	-9%	-0.94	-0.29	-0.17	1.4	-0.9	1060	-34%	i	-2
Cc1ccc(-c2nnc(SCC(=O)OC(C)C)n2N)cc1	0.08	1471	2.9	1.2	1.6	3%	i	-12%	0.16	-0.22	-0.8	-0.6	0.8	1407	11%	i	-1
COCCNC(=O)c1ccccc1NC(=O)Cc1ccccc1	-0.03	1428	2.4	2.3	8.0	2%	i	-1%	0.32	-0.14	0.69	-0.58	0.6	1551	-18%	i	4
CCOC(=O)C(OC(=O)c1sc(=S)n(C)c1C)C(C)=O (stereo not given)	nt	nt	5.2	4.8	11	5%	i	12%	-1.6	-0.35	-0.69	1.6	-1.7	1098	-5%	i	8
COc1cccc(NC(=O)C/C(C)=N/NC(=O)c2ccccc2Cl)c1	-0.27	1160	nt	nt	nt	-10%	i	5%	-1.4	-0.26	-0.06	0.51	-0.2	1348	-13%	nt	nt
CCOC(=O)c1c(C)oc2cc(Br)c(OC(=O)N3CCOCC3)cc12	0.06	1129	4.2	2.3	8.6	21%	i	-6%	-0.17	-0.26	0.07	0.71	-5.9	1178	-10%	i	9
O=C1CC(C(=O)Nc2ccc(F)cc2)S/C(=N\N=C\c2ccco2)N1 (stereo not given)	0.15	1463	3.1	2.8	7.5	14%	i	1%	-0.52	-0.26	-0.11	0.94	0.0	1085	8%	i	19
N#Cc1ccc(-c2nnnn2-c2ccc3c(c2)OCO3)cc1	-0.75	909	3.9	2.1	6.7	-2%	i	-5%	-0.095	-0.31	0.41	-0.53	1.0	1160	-26%	i	10
COc1nnc(-c2ccc(N3CCOCC3)c(NC(=O)c3ccccc3)c2)c2ccccc12	0.45	907	1.5	0.5	7.3	20%	i	6%	0.33	0.64	0.33	0.18	nt	nt	-26%	i	0
CCOc1ccc(/C=N/N2C(=O)C(CC(=O)Nc3ccc(F)cc3F)SC2=NC)cc1OC (stereo not given)	0.05	1337	1.5	3.6	10	-7%	i	9%	1.3	-0.15	1.9	-1.3	-3.2	630	-23%	i	-15
CCOC(=O)c1c(C)oc2c1c(C=NCC1CCCO1)c(O)c1ccccc12 (stereo not given)	0.09	1636	3.5	2.5	4.6	22%	nt	-39%	1.6	-0.2	0.85	-0.52	-1.3	1350	27%	i	3
O=C(/C=N/O)NCC1CCNCC1	0.43	1529	3.1	3.2	18	2%	i	-5%	1.5	-0.36	1.2	-0.11	-4.1	986	-14%	i	68
O=c1c2ccccc2nnn1CSc1nnc(-c2cccnc2)n1-c1ccccc1F	0.58	1276	3.0	1.7	7.3	-6%	i	7%	-0.68	-0.067	-0.42	0.49	-1.6	1182	-20%	i	17
Cc1ccccc1OCC1CN(CN2CCOCC2)C(=O)O1 (stereo not given)	0.62	1237	3.8	2.6	4.4	11%	i	6%	-0.13	-0.21	0.19	-0.33	-3.0	913	10%	i	15
CCCCn1c(=O)c(CCC(=O)OCC(=O)Nc2cccc3ccccc23)nc2ccccc21	-0.13	1088	0.9	4.8	11	16%	i	7%	0.39	-0.17	-0.15	-0.18	1.2	469	12%	i	11
O=C(COC(=O)c1ccccc1C(=O)N1CCN(c2ccccc2)CC1)NCc1ccccc1	0.36	1494	4.2	3.3	5.1	13%	i	0%	-0.062	-0.28	0.64	-0.48	0.8	1537	-23%	i	5
CCC(c1nnnn1C1CCCCC1)N(Cc1ccco1)Cc1cc2ccc(OC)cc2[nH]c1=O (stereo not given)	-2.6	1388	3.7	2.9	3.5	-15%	i	-9%	-0.61	-0.05	-0.18	0.34	-0.8	1116	15%	i	6
O=C(NCc1nnc2c3ccccc3c(-c3ccccc3)nn12)c1ccc(Cl)cc1	-0.29	1245	3.0	2.6	15	17%	i	-3%	-0.26	-0.26	-0.12	0.59	-1.9	1012	38%	i	15
Nn1c(COc2ccccc2)nnc1SC(F)F	-0.45	1199	1.7	1.8	4.7	-3%	i	12%	-1.2	-0.24	-0.67	-0.12	-1.6	1151	-13%	i	0
Cc1nc(N2CCN(C(=O)c3ccc(Cl)cc3)CC2)c(C#N)c2c1COC(C)(C)C2	nt	nt	3.9	1.5	7.0	-8%	i	-1%	-0.46	-0.16	0.14	-1.5	1.0	1062	-14%	i	-3
CSc1nccc(-c2cc(Cl)sc2Cl)n1	0.73	1513	1.5	1.9	0.9	5%	i	6%	0.35	0.067	0.36	-0.0076	4.4	1338	-14%	i	-26
